SENP1 inh: human SENP1 catalytic domain inhibitors, primary screen, biochemical, FRET, uHTS | inhibition, % at 10 µM | recombinant SENP1 catalytic domain, CyPet-SUMO1-YPet FRET cleavage | actives 0.21% (n = 360,000) | AID 624204, 2012;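 active means inhibition at least 30% at 10 µM, raw YFP signal under a set limit, fluorescence ratio 0.5 to 1.5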;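 further: 0% = enzyme with DMSO and 100% = no enzyme wells; some results filed as inactive read as strong as hits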
Target sequence (Q9P0U3 419-644 limits assumed): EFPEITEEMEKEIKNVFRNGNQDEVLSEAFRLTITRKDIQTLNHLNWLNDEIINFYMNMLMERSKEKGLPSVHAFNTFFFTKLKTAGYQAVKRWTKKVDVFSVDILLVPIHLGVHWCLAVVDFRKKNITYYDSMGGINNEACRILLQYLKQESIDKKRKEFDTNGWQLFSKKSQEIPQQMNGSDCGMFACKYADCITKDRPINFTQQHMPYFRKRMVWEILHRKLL
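Material: hSENP1 catalytic domain, recombinant; medium: Tris pH 8 with BME, BSA, NP40 and catalase; compound: single concentration of 10 µM compound, 0.5% DMSO final; technique: FRET read of cyan and yellow fluorescence; timing: 50 min enzyme reaction, room temperature, light-protected; reagent: SFCypet-SUMO1-SFYpet substrate at 25 nM; control set: no-enzyme low, enzyme-DMSO high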
Starred values were filed as active, the others as inactive. This is a subset. The share of hits here may be higher or lower than overall.

nr	canonical_smiles	SENP1 inh
1	COC(C(=O)C(O)C(C)O)C1Cc2cc3cc(OC4CC(OC5CC(O)C(O)C(C)O5)C(O)C(C)O4)c(C)c(O)c3c(O)c2C(=O)C1OC1CC(OC2CC(OC3CC(O)C(OC)C(C)O3)C(O)C(C)O2)C(O)C(C)O1 (stereo not given)	28
2	CCc1nc2c(OCc3ccc(C(F)(F)F)cc3)cccn2c1N(C)C(=O)CC(C)C	2
3	CC(=O)OC1(C(C)=O)CCC2C3CC(Cl)C4=CC(=O)CCC4(C)C3CCC21C (stereo not given)	-51
4	O=C(OCCOc1ccccc1Cl)c1cc(S(=O)(=O)N2CCCCC2)ccc1N1CCOCC1	-1
5	O=c1cc(SCc2ccc(Cl)cc2Cl)nc[nH]1	1
6	Cn1c(=O)c2cc(NC(=O)NCCc3ccccc3)ccc2n1Cc1ccccc1	1
7	CC(=O)c1cccc(-c2cnc3c(NC=O)cc(-c4ccc(N5CCN(C)CC5)cc4)cn23)c1	28
8	Cc1cc(C)cc(OCC(=O)NNC(=O)CC(C)c2ccccc2)c1 (stereo not given)	1
9	CC(=O)NC(C)(c1ccccc1)c1nc(-c2ccc(F)c(Cl)c2)cs1 (stereo not given)	2
10	COc1ccc(C(NC(=O)C2CCN(CCc3ccccc3)CC2)c2ccccn2)cc1 (stereo not given)	0
11	Cc1ccccc1NC(=O)/C=C/c1ccc([N+](=O)[O-])s1	-27
12	NC(Cc1ccc(Cl)cc1)c1csc(NC(=O)Nc2ccccc2-c2ccccc2)n1 (stereo not given)	0
13	CCCCn1c(O)c2n(c1=O)Cc1ccccc1N=C2c1ccc(C)cc1	3
14	Cc1cccc(C)c1NC(=O)C(c1ccccc1OC(F)(F)F)N1CCN(C)CC1 (stereo not given)	3
15	Cc1ccccc1S(=O)(=O)N1C[C@H]2CON(C)[C@H]2C[C@H]1c1cccc(-c2ccc(C#N)cc2)c1	1
16	CC(C)(O)CN(C(=O)C(c1ccccc1)c1ccccc1)C1CCCCC1	-1
17	CCOC(=O)C1(C(=O)OCC)NC(=O)CC1CC(C)C (stereo not given)	-1
18	CCCCN(CC)C(=O)CSc1nc2c(sc(=S)n2-c2ccc(OCC)cc2)c(=O)[nH]1	3
19	CCN(c1cccc(C)c1)S(=O)(=O)c1cc2[nH]c(=O)c(=O)[nH]c2cc1C	-1
20	CCN1C=C(C(=O)c2ccccc2)C(=O)CC1	0
21	CC(C)[C@H](CO)NC(=O)[C@H]1O[C@@H](n2ccc(N)nc2=O)[C@H](O)[C@@H]1O	-4
22	CN1OC[C@@H]2CN(S(=O)(=O)c3cccc(C(F)(F)F)c3)[C@H](c3ccc(-c4cc5ccccc5o4)cc3)C[C@@H]21	1
23	COCCNC(=O)C1(C)CCCN(Cc2c(C)nn(-c3ccccc3)c2C)C1 (stereo not given)	2
24	c1ccc(CN(Cc2ccccc2)C(c2ccnc3ccccc23)c2nnnn2-c2ccc3c(c2)OCCO3)cc1 (stereo not given)	2
25	Cc1nn(C)c(C)c1/C=C(\C#N)S(=O)(=O)c1ccc(F)cc1	2
26	CC(C)(C)N1C(=O)c2c(C(=O)OCc3ccccc3)[nH]c(-c3ccccc3)c2C1=O	5
27	CCCCC[C@H](C)N1C[C@H](COCc2ccccc2)Oc2cc(N3CC[C@@H](N(C)C)C3)ccc2S1(=O)=O	0
28	CCCCN1C(=O)C(CC(=O)NC2CC2)CC(C(=O)N(CC)CC)=C1C (stereo not given)	2
29	Cc1cc[n+](-c2[nH]c(=O)sc2/C=N/N=C(\[O-])c2ccccc2)cc1C	40*
30	C=CCNC(=O)/C(C#N)=C/c1cn(-c2ccccc2)nc1-c1ccc(OC)c([N+](=O)[O-])c1	-2
31	C[C@H]1CN([C@@H](C)CO)S(=O)(=O)c2ccc(Br)cc2O[C@@H]1CN(C)C(=O)Nc1ccc2c(c1)OCO2	-1
32	CSc1ncnc2ncn(C)c12	2
33	C[C@@H]1CN(S(=O)(=O)C(C)(C)C)[C@H](CCO)/C1=C\c1ccccc1	2
34	CCc1nc2ccc(C(=O)Nc3cccc(OCC(=O)N(C)C)c3)cn2c1N(C)Cc1ccc(N(C)C)cc1	-7
35	Cc1cc(NC(=O)c2ccc(S(=O)(=O)N3CCCC3)cc2)nc2c1c(=O)oc1ccccc12	-26
36	O=C(NCc1ccco1)Nc1cccc(-c2ccccc2)c1	-2
37	Nc1cccc2[nH]c(=O)c3ccccc3c12	0
38	COc1ccc(-c2n[nH]nc2C2=CC(=O)CC(C)(C)C2)cc1	-3
39	CC(=O)NC(c1cccc(F)c1)c1nc(-c2cc(F)cc(Cl)c2)cs1 (stereo not given)	1
40	CSc1cccc(NC(=O)CCCOc2cc(=O)n(C)c3ccccc23)c1	3
41	O=c1[nH]c(=O)c2[nH]c(=O)n(-c3ccccc3)c2[nH]1	2
42	O=C(NCc1ccccc1)C1c2ccccc2OCC(=O)N1C1CC1 (stereo not given)	-2
43	COC(=O)C1=COC(OC2OC(CO)C(O)C(O)C2O)C2C(C)CC(=O)C12 (stereo not given)	1
44	O=Cc1ccc(-c2ccc([N+](=O)[O-])cc2Cl)o1	2
45	CCOC(=O)C1=CC(=O)CC(C)(C)O1	-1
46	CCCS(=O)(=O)NC(=O)C1(C)CCN(C(=O)Cc2cccc3ccccc23)C1 (stereo not given)	1
47	O=C(O)c1cccc2c1C(=O)c1cc([N+](=O)[O-])cc([N+](=O)[O-])c1-2	-3
48	O=[N+]([O-])c1ccc2c(c1)C(=NO)c1cc(Cl)c(Cl)cc1-2	3
49	CCCCCCNC(=O)O[C@H]1Cn2c(=O)n(CCCCCC)c(=O)n2[C@@H]2CN(S(=O)(=O)c3ccc(C)cc3)C[C@]12O	-1
50	Cc1ccc2c(c1)C(=O)CC(c1ccccc1)S2 (stereo not given)	-2

Going on with the list:
nr	canonical_smiles	SENP1 inh
51	CC1=C(C(=O)N(C)C)CC(CC(=O)NCC2CCCCC2)C(=O)N1CCC1=CCCCC1 (stereo not given)	2
52	CCOc1cc(N2CCOCC2)c(OCC)cc1NC(=O)c1ccccc1N1CCCC1=O	4
53	CCc1c(C2CC2)ncn1Cc1cccc(-c2ccccc2)c1	-8
54	Cc1ccc(N2CCN(C(=O)C(=O)c3ccc4c(c3)OCO4)CC2)cc1	-6
55	O=C1OC(c2ccc(O)cc2)(c2ccccc2O)c2ccccc21 (stereo not given)	2
56	c1cnc2ccc(-n3ccnc3)cc2c1	0
57	COc1ccc2c(c1)C[C@]1(C)c3ccccc3C(=O)N(Cc3ccccc3)[C@H]21	1
58	O=C(c1ccc(N2CCOCC2)c([N+](=O)[O-])c1)N1CCN(c2ccccc2)CC1	0
59	Cc1ccc2nc(Cl)cc(=O)n2c1	-4
60	COc1ccccc1-c1ccc2c(c1)C(C)(Cc1ccc(Cl)c(Cl)c1)C(=O)N2 (stereo not given)	3
61	c1ccc(N2[C@@H]3c4ccccc4C[C@H]2c2ccccc23)cc1	2
62	CCC(CC)CN1CCC(CN2C(=S)NC[C@@H]2CC(C)C)CC1	0
63	O=[N+]([O-])c1ccc(COc2ccc(CN3CCOCC3)cc2)cc1	4
64	O=C(O)c1ccc(NC(=S)Nc2ccc(S(=O)(=O)Nc3ccccn3)cc2)cc1	0
65	CC1(C)OC2CC3C4CCC5=CC(=O)C=CC5(C)C4(F)C(O)CC3(C)C2(C(=O)CO)O1 (stereo not given)	1
66	COCCNc1nc(NCCN2CCNC2=O)c2sccc2n1	0
67	Cc1ccc(S(=O)(=O)N2CCOCC2)cc1NC(=O)COC(=O)c1ccc(Br)o1	-1
68	O=C1NC(=S)NC1=Cc1ccccc1O	95
69	COc1ccc(C(O)c2nc(-c3ccccc3)cs2)cc1 (stereo not given)	0
70	O=C(CCc1ccc(O)cc1)NN=Cc1ccc2c(c1)OCO2	2
71	CCc1nc2c(OCCOc3ccc(F)cc3)cccn2c1N(C=O)Cc1ccccc1	-5
72	Cc1ccccc1NC(=O)CSc1nccn1Cc1ccco1	3
73	Cc1ccc(NC(=O)CCNC(=O)c2ccc([N+](=O)[O-])cc2)cc1C	2
74	CCC(c1nnnn1C(C)(C)CC)N(CCCO)Cc1cc2cc(C)cc(C)c2[nH]c1=O (stereo not given)	-5
75	CC(C)(C)NC(=O)C1C(c2ccccc2)=Nc2ccccc2N1C(=O)c1ccc(C(F)(F)F)cc1 (stereo not given)	1
76	CCCCCCN1C[C@@H](n2cc(COC(=O)c3ccccc3)nn2)[C@H](O)C[C@@H]1c1ccc(OC)cc1	-1
77	O=C(N[C@H]1c2ccccc2C[C@H]1O)[C@H]1O[C@@H](n2ccc(=O)[nH]c2=O)[C@H](O)[C@@H]1O	-2
78	COc1ccc2c(=O)c3c(=O)n(CCc4ccccc4)c(C)nc3oc2c1	-30
79	C=CCNc1ncnc2c1ncn2[C@H]1CN(CCc2ccccc2)C[C@@H](CO)O1	1
80	OCCNc1ncnc2c1ncn2[C@H]1CN(Cc2ccncc2)C[C@@H](CO)O1	0
81	COc1ccccc1N1CCN(C(=O)c2nn(-c3ccccc3OC)c(=O)c3ccccc23)CC1	0
82	C[C@@H]1CN([C@@H](C)CO)S(=O)(=O)c2ccc(C#Cc3cccc(F)c3)cc2O[C@@H]1CN(C)CC1CC1	-9
83	CC1=C(C#N)C(=O)NC(=O)/C1=C\c1ccc(-c2cc(C)c(C)cc2[N+](=O)[O-])o1	-4
84	NC(=O)c1csc(C2OC(CO)C(O)C2O)n1 (stereo not given)	-3
85	O=C(NCc1ccccc1)C(c1ccccc1)n1c(C2CC2)nc2ccccc21 (stereo not given)	0
86	CC(=O)Nc1cc(-c2cccc(C(=O)NCCO)c2)cn2c(-c3ccc(F)cc3)cnc12	0
87	COc1ccccc1-c1sc2ccccc2c1-c1cnc(N2CCOCC2)nc1	-55
88	Cc1cccc(NC2CNC(=O)NC2=O)c1 (stereo not given)	0
89	CCOc1ccc(NS(=O)(=O)c2cc(NC(=O)CCNC(=O)c3ccco3)ccc2OC)cc1	2
90	COc1cc(N)c(Cl)cc1C(=O)NC1CCN(Cc2ccccc2)CC1	0
91	NC(c1cccc(F)c1)c1nc(-c2ccc(Cl)cc2)cs1 (stereo not given)	-1
92	CCCCCCN1C[C@H](n2cc(COC(=O)c3ccccc3)nn2)[C@@H](O)C[C@@H]1c1ccc(Cl)cc1	-4
93	CC(C)C[C@H]1CN(CCCC[C@@H]2CNC(=O)C(=O)N2CC2CCCCC2)C(=O)C(=O)N1CCc1ccccc1	2
94	Nc1ccn([C@@H]2O[C@H](C(=O)N[C@H](CO)c3ccccc3)[C@@H](O)[C@H]2O)c(=O)n1	-1
95	CCN(CC)CCOC(=O)c1ccc(NC(=O)CSc2nnc(-c3cccs3)n2CC)cc1	-1
96	Cc1ccc(Cl)cc1-c1cc(C(=O)NCc2cc(C(F)(F)F)cc(C(F)(F)F)c2)[nH]n1	-2
97	COC(=O)C1(C)CCCC2(C)C1CCC13OCC(CC21)C(O)(C(C)C)C3O (stereo not given)	1
98	COCCCNC(=O)C[C@@H]1C[C@@]2(C(=O)OC)CC(C)(C)CC=C2N(Cc2cccc3ccccc23)C1=O	0
99	Cc1ccc(S(=O)(=O)N2CCC(C(=O)Nc3nnc(COc4ccccc4)s3)CC2)cc1	3
100	Cc1cc2nc(NC(=O)C3(C)CCCN(C(C)C)C3)[nH]c2cc1C (stereo not given)	-1

Remaining list, next part
nr	canonical_smiles	SENP1 inh
101	CC1(C)OC1(C#N)c1ccccc1 (stereo not given)	3
102	Cn1nc(C(C)(C)C)cc1NC(=O)C1(C)CCN1C(=O)C1(c2ccccc2)CCCC1 (stereo not given)	0
103	O=C(OCc1ccccc1)N1CCC2CC1c1ccc(-c3cccc(F)c3)cc12 (stereo not given)	-1
104	CCN(CC)c1ncnc2c1ncn2[C@H]1CN(C2CCCC2)C[C@@H](CO)O1	1
105	Cc1ccc(F)cc1C(=O)N1CCCCC1c1cc(C(=O)NC(C)C)no1 (stereo not given)	0
106	Clc1ccc2nc(-c3ccccn3)c(Nc3ccc4c(c3)OCO4)n2c1	-11
107	COCCCNC(=O)c1csc([C@H]2C[C@H](O)[C@@H](CO)O2)n1	1
108	CC(=O)c1cccc(NC(=O)C2Cc3c(-c4cccc(C(N)=O)c4)ccnc3O2)c1 (stereo not given)	0
109	CC1(C(=O)O)CCCN(C(=O)/C=C/c2ccccc2)C1 (stereo not given)	2
110	CCCOc1ccc(F)cc1-c1cc(C(=O)NCc2cccc(Cl)c2)[nH]n1	0
111	O=C(NCc1ccc(F)cc1F)[C@@H]1CCCN1C(=O)[C@@H]1CCCN1C(=O)c1cccc2ccccc12	2
112	CCOC(=O)C1CCCN(C(=O)c2ccc(C(F)(F)F)nc2C)CC1 (stereo not given)	5

Bioassay records from PubChem.
